# Source: PubChem BioAssay (several laboratories)
# NFkB transloc pot: enhances IL-1B driven NFkB nuclear translocation | HUVEC IL-1B NFkB p65 nuclear translocation imaging | activation, % at 2 µM | 0.3% of 94,000 active;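 active = activation above 40%, about the mean plus 3 SD, also judged a hit on visual image review; inconclusive = activation above 40% but not a hit on visual review; inactive = activation not above 40% and no visual hit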;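 note: percent activation is computed from the nuclear over cytoplasmic p65 intensity ratio; values of inactives mirror those of a sister screen read the other way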
# MRP resist rev: MRP-mediated drug resistance reversal; H69AR cells + 2 uM doxorubicin, CellTiter-Glo, 72 h; differential viability (reversal), % at 10 µM; AID 602; 0.04% of 85,000 active;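 active = viability drop by adding the cancer drug above about 55%, with treated viability meeting a 40% cutoff, limit read from the data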;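 note: viability without doxorubicin minus viability with 2 µM doxorubicin for each compound; larger differential means the compound sensitizes cells more to doxorubicin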
# Bcl-B displacement: displacers of TR3 peptide from Bcl-B, primary screen, selectivity assay for Bfl-1 inhibitor project, biochemical, fluorescence polarization; one-dose displacement, % at 20 µM; IC50 in µM for titrated hits; 0.11% of 96,000 active; FP displacement of FITC-TR3 peptide from Bcl-B; higher % means a stronger effect; AID 748;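 active = displacement above 50% at 20 µM plus a fluorescence interference ratio under 1.5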;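 note: plate controls were wells without compound for no effect and wells lacking Bcl-B protein for full effect; a part of the inactive calls stands beside numbers as strong as those of hits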
# NFkB transloc inh: blocks IL-1B driven NFkB nuclear translocation in HUVEC cells; HUVEC IL-1B NFkB p65 nuclear translocation imaging; inhibition, % at 2 µM; 0.43% of 94,000 active; AID 796;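 active = inhibition above about 30% together with a positive call from visual inspection of the well image, limit read from the data; inconclusive = inhibition above a set limit but visual check negative; inactive = inhibition not above a set limit, visual check negative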;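 note: nuclear over cytoplasmic p65 intensity ratio measured by imaging; 0% = IL-1B stimulated DMSO wells and 100% = unstimulated DMSO wells; values of inactives mirror those of a sister screen read the other way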
# PLAP inhibition: inhibition of human placental alkaline phosphatase – biochemical, luminescence, HTS (AID 690) | purified PLAP, luminescent substrate; higher % means a stronger effect | inhibition, % at 20 µM, or IC50 in µM where a hit was titrated | 0.08% of 96,000 active; in the data active = a potency from the dose series; inactive = the rest, 99 in 100 with inhibition below about 30%; note: strong numbers were not always called active
# MRP resist rev cytotoxicity: second read-out of MRP resist rev, no call of its own (marks repeat the call); viability, %; H69AR cells, CellTiter-Glo, 72 h; measured here: cytotoxicity without doxorubicin
# MRP resist rev with doxorubicin: further read-out of MRP resist rev, marked with its call; viability, %; measured here: viability with 2 uM doxorubicin; active compounds read low
# NFkB transloc inh cell count 2 µM: also measured in NFkB transloc inh; calls as there; cell count; measured here: cells passing quality filter;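 raw number of nuclei counted in each imaged well without normalization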
# NFkB transloc pot cell count 2 µM: second read-out of NFkB transloc pot, no call of its own (marks repeat the call); cell count; measured here: cells passing quality filter
# Starred values were filed as active, the others as inactive; ? = inconclusive; nt = no result given.
SMILES,NFkB transloc pot,NFkB transloc pot cell count 2 µM,MRP resist rev,MRP resist rev cytotoxicity,MRP resist rev with doxorubicin,Bcl-B displacement,NFkB transloc inh,NFkB transloc inh cell count 2 µM,PLAP inhibition
O=C(CN1CCOCC1)NCc1ccccc1,?,nt,10,104,94,-6%,-41,152,9%
CCN(CC)S(=O)(=O)c1ccc(-c2nnc(SCc3nnc(-c4ccc(C)cc4)o3)n2CC)cc1,7,67,-11,57,68,-3%,-7,67,-62%
CCn1cc(C(=O)NC2CCCCC2C)c(=O)c2ccc(C)nc21 (configuration not stated),-18,117,-17,71,88,-7%,18,117,-10%
Cc1ccc(S(=O)(=O)NNC(=O)C(=O)NNc2ccccn2)cc1,2,119,nt,nt,nt,-6%,-2,119,-145%
Cc1cccc(C(=O)NC(=S)Nc2ccc(Cc3ccncc3)cc2)c1,0,115,nt,nt,nt,-7%,0,115,8%
O=C1CNC(=O)/C1=C\N1CCN(C(c2ccccc2)c2ccccc2)CC1,-1,148,0,77,77,0%,1,148,-9%
C#CCNc1cc(C)nc2ncnn12,1,188,4,101,97,4%,-1,188,4%
CC1(C)C(c2ccccc2)=[N+]([O-])CN1O,18,109,-64,34,98,-10%,-18,109,8%
CCOC(=O)CCc1n[nH]c(=O)[nH]c1=O,34,138,-3,95,98,-4%,-34,138,-17%
O=C(Cn1cc2c(n1)CCCC2)NCCCN1CCN(Cc2ccccc2)CC1,-17,167,6,87,81,4%,17,167,-31%
COc1ccc(CCNC(=O)c2c(C)cc(=O)oc2C)cc1OC,-1,183,2,96,95,0%,2,183,7%
O=C(O)Cn1cc(C(=S)N2CCOCC2)c2ccccc21,-2,143,6,95,90,-2%,2,143,-17%
COc1ccc(-c2csc3nc(-c4ccccc4F)oc(=O)c23)cc1OC,17,107,nt,nt,nt,-7%,-17,107,-15%
CCOC(=O)c1c(C)[nH]c(C(=O)OCC(=O)Nc2cc(C)ccc2OC)c1C,-12,99,7,16,9,-21%,12,99,10%
Cc1ccc(OCCN2CCN(c3ncnc4sc(C)c(C)c34)CC2)cc1,-14,61,-2,80,83,-4%,-9,132,-115%
O=C(NCCCn1ccnc1)c1ccccc1NS(=O)(=O)c1ccc(F)c(F)c1,-2,182,nt,nt,nt,4%,2,182,-42%
CCOc1ccccc1NS(=O)(=O)c1ccc(Br)s1,-8,104,8,97,89,-10%,8,104,1%
COc1ccc(-c2cn3c(C)c(C(=O)N4CCN(c5ccc(F)cc5)CC4)sc3n2)cc1,-12,155,15,90,76,-4%,12,155,15%
CC(=O)N(Cc1ccc(F)cc1)C1=C(NCCc2ccccc2)C(=O)c2ccccc2C1=O,nt,nt,0,1,1,22%,nt,nt,2%
CC1(C)OC(=O)C(=CNc2ccccc2F)C(=O)O1,-1,106,12,97,85,5%,1,106,20%
CC(=O)Nc1c(C(=O)NCc2ccccc2)nnn1Cc1ccccc1,4,95,-4,93,98,12%,-4,95,-2%
Cc1cc(=O)oc2cc(OCC(=O)NCc3ccccn3)ccc12,-12,187,9,93,84,-1%,12,187,-13%
O=C(NCc1nnc2n1CCCCC2)c1ccc(Cl)cc1Cl,19,121,-3,101,104,-1%,-19,121,2%
Cn1c(=O)n(C)c2cc(S(=O)(=O)NCCOCCO)ccc21,-4,180,1,102,101,22%,4,180,10%
O=[N+]([O-])c1c(NCCCO)cc(Sc2nc3ccccc3s2)c2nonc12,-2,174,nt,nt,nt,-7%,2,174,-6%
COC(=O)/C=C(\C)NC(=O)c1cccs1,21,184,14,100,86,-18%,-21,184,10%
S=C(Nc1ccccc1)Nc1ccc(Cl)cc1Cl,-5,85,nt,nt,nt,24%,5,85,-32%
N=c1sccn1CC(=O)Nc1ccc(S(=O)(=O)N2CCOCC2)cc1,5,154,1,89,88,0%,-5,154,1%
O=C(C1=C(O)C(=O)N(c2ncccn2)C1c1cccc(Cl)c1)c1ccco1 (configuration not stated),2,63,-10,87,97,-3%,-2,63,-13%
CCOC(=O)CC1C(=O)NCCN1C(=O)c1cc2c(=O)n3ccccc3nc2s1 (configuration not stated),10,137,3,89,87,-4%,-10,137,-11%
CCOC(=O)C1=C(Cn2cnc3ccccc32)NC(=O)NC1c1ccc(OC)cc1 (configuration not stated),14,65,-4,105,110,4%,-14,65,-25%
O=C(Oc1ccc(N(Cc2cccs2)C2=NS(=O)(=O)c3ccccc32)cc1)c1ccccc1,3,164,10,91,82,14%,-3,164,18%
O=C(NCC1(c2ccccc2)CCCC1)C(=O)N1CCOCC1,6,115,11,96,85,nt,-6,115,nt
CCOc1ccc(Cl)cc1CSc1n[nH]c(CC)n1,11,180,-2,98,100,1%,-11,180,-68%
C=CCOc1c(Br)cc(CNc2ccc(NC(=O)C(C)C)c(OC)c2)cc1OC,6,175,nt,nt,nt,0%,-6,175,-24%
COc1ccccc1NC(=O)CSc1nc(O)cc(=O)n1-c1ccccc1OC,-3,139,5,109,104,-7%,3,139,-30%
CCC(=O)c1ccccc1OCCCn1cncn1,-8,136,-7,90,97,-2%,8,136,8%
COCCCn1c(SCC(=O)N2CCc3ccccc32)nnc1-c1ccco1,7,125,17,98,81,nt,-7,125,nt
COc1ccc2ccccc2c1/C=N/O,2,200,-3,86,89,-5%,-2,200,7%
CC1Cc2ccccc2N1C(=O)CSc1ncccc1C(=O)O (configuration not stated),7,127,5,94,89,-1%,-7,127,4%

# Random excerpt: 4 records from the list.
SMILES,NFkB transloc pot,NFkB transloc pot cell count 2 µM,MRP resist rev,MRP resist rev cytotoxicity,MRP resist rev with doxorubicin,Bcl-B displacement,NFkB transloc inh,NFkB transloc inh cell count 2 µM,PLAP inhibition
C=CCOc1c(Br)cc(CNc2ccc(NC(=O)C(C)C)c(OC)c2)cc1OC,6,175,nt,nt,nt,0%,-6,175,-24%
CCn1cc(C(=O)NC2CCCCC2C)c(=O)c2ccc(C)nc21 (configuration not stated),-18,117,-17,71,88,-7%,18,117,-10%
CCC(=O)c1ccccc1OCCCn1cncn1,-8,136,-7,90,97,-2%,8,136,8%
O=C(Oc1ccc(N(Cc2cccs2)C2=NS(=O)(=O)c3ccccc32)cc1)c1ccccc1,3,164,10,91,82,14%,-3,164,18%

# New compounds follow.
SMILES,NFkB transloc pot,NFkB transloc pot cell count 2 µM,MRP resist rev,MRP resist rev cytotoxicity,MRP resist rev with doxorubicin,Bcl-B displacement,NFkB transloc inh,NFkB transloc inh cell count 2 µM,PLAP inhibition
O=C(Nc1ccccc1)NC1(C(=O)NCCCN2CCOCC2)CCCCC1,10,116,9,105,96,-8%,-10,116,-42%
CCOC(=O)c1c(C(F)(F)C(F)(F)C(F)(F)C(F)(F)F)n[nH]c1C,16,96,-6,65,71,1%,-16,96,-70%
CC1CCN(S(=O)(=O)c2ccc(NC(=O)Cn3nnc(-c4ccccc4F)n3)cc2)CC1,16,151,-12,55,68,-7%,-16,151,3%
CCn1c(CNc2ccc(C)cc2)nnc1SCC(=O)NCc1ccccc1,2,150,-3,95,98,3%,-2,150,-56%
COC(=O)C(O)(CC(=O)c1ccc(OC)cc1)C(F)(F)F (configuration not stated),3,178,-9,82,91,-9%,-3,178,2%
O=C(CN1C(=O)NC2(CCCc3ccccc32)C1=O)N1CCc2ccccc2C1 (configuration not stated),-4,83,0,86,86,-5%,4,83,-47%
CCN(CC)CCNc1ccnc2cc(Cl)ccc12,-3,155,-3,95,97,-4%,3,155,1%
O=C(Nc1ccc(S(=O)(=O)N2CCC(C(=O)NC3CCCCC3)CC2)cc1)c1ccco1,-8,95,-6,90,96,-6%,8,95,7%
CCCOc1ccc(S(=O)(=O)NCc2ccc(OC)cc2)cc1,-3,112,-14,91,104,-3%,3,112,33%
Cc1cc(NC(=O)c2ccccc2)sc1C,3,108,9,76,67,-4%,-3,108,-1%
COC(=O)c1ccc(OCC(O)CN2CCC(C)CC2)cc1 (configuration not stated),-11,172,-25,73,98,-4%,11,172,-2%
COc1ccc(CCNC(=O)C2CCN(S(=O)(=O)c3cnc[nH]3)CC2)cc1OC,nt,nt,-5,96,101,-12%,nt,nt,-16%
CCCOc1cc(N(CC)CC)ccc1/C=C(/C#N)c1nc2ccc(C)cc2[nH]1,22,144,nt,nt,nt,-471%,-22,144,19%
O=C(O)C1C2C=CC(C3CC23)C1C(=O)NCCc1ccccc1 (configuration not stated),-7,146,1,93,91,-10%,7,146,7%
Cc1ccc(N2CC(C(=O)Nc3cc(C)ccc3F)CC2=O)cc1 (configuration not stated),nt,nt,11,100,89,5%,nt,nt,-19%
COc1ccc(-c2nnc3sc(COc4ccc(C)cc4)nn23)cc1,-4,117,-10,72,82,-2%,4,117,4%
O=C(CCCN1C(=O)CCC1=O)Nc1ccccc1F,5,111,-14,76,90,38%,-5,111,14%
O=C(Nc1ccc2c(c1)OCO2)c1c(F)cccc1F,23,146,9,92,83,2%,-23,146,19%
Cc1cc(O)cc(O)c1C(=O)Cc1cscn1,nt,nt,-3,84,87,2%,nt,nt,1%
CC(=O)c1ccc(N2CCN(C(=O)C3CCC3)CC2)cc1,-3,95,-2,96,98,-5%,3,95,-21%
Cc1ccc(N2C(=O)C3C4C=CC(C4)C3C2=O)cc1C (configuration not stated),13,91,-5,80,85,0%,-13,91,-4%
CCN(CC)C(=O)CSc1nc2ccc(NC(=O)CSc3nccn3C)cc2s1,13,151,6,88,82,nt,-13,151,nt
O=C(c1ccco1)N1CCN(C(=O)c2ccccc2Oc2ccccc2)CC1,-12,62,11,88,77,nt,12,62,nt
COc1ccc2c(C)nc(Nc3nc(C)cc(C)n3)nc2c1,31,165,-6,100,106,-10%,-31,165,-24%

# Part of the list above with just NFkB transloc inh cell count 2 µM and NFkB transloc pot cell count 2 µM.
SMILES | NFkB transloc inh cell count 2 µM | NFkB transloc pot cell count 2 µM
O=C(Oc1ccc(N(Cc2cccs2)C2=NS(=O)(=O)c3ccccc32)cc1)c1ccccc1 | 164 | 164
O=C(NCC1(c2ccccc2)CCCC1)C(=O)N1CCOCC1 | 115 | 115

# Looked up above.
# COc1ccc2c(C)nc(Nc3nc(C)cc(C)n3)nc2c1 @ PLAP inhibition = -24%
# O=C(c1ccco1)N1CCN(C(=O)c2ccccc2Oc2ccccc2)CC1 @ NFkB transloc pot cell count 2 µM = 62
# CCN(CC)C(=O)CSc1nc2ccc(NC(=O)CSc3nccn3C)cc2s1 @ MRP resist rev = 6

# Only part of the results is shown, so the mix of outcomes need not match the whole.
